GLP1R inv ag: acts as inverse agonist at human GLP-1 receptor | P43220 | HEK293 GLP-1R CRE-luciferase, luminescence, 24 h; GLP-1R form is constitutively active | Potency, µM (titrated, usually from 38.3 µM), inactives show at the highest dose activity change, negative = inhibition, actives largely listed as inhibitors | 410,000 tested, 1.6% active; also: potency is read from the fitted curve at half-maximal effect; % is scaled to controls: 0 for no effect and ±100 for the full control effect; nearly all actives have a fitted effect of over 55% in size
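HEK293 cells stably co-expressing constitutively active GLP-1R and a cAMP-responsive luciferase reporter were seeded in DMEM with 10% Nu serum, given compounds after 12 h, and incubated 24 h at 37 deg C. Luminescence was then read.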
KB-V1 MDR tox: KB-V1 MDR subline cytotoxicity; KB-V1 MDR cells viability, CellTiter-Glo, 72 h; Potency, µM (top dose mostly 46.1 µM), inactives show top-dose activity change, negative = cytotoxicity, most hits filed as cytotoxic; 400,000 tested, 3.4% active; AID 1347076; also: potency is read from the fitted curve at half-maximal effect; % is scaled to controls: 0 for no effect and ±100 for the full control effect; nearly all actives have a fitted effect of over 60% in size
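Cytotoxicity toward P-gp-expressing KB-V1 cells was determined as loss of CellTiter-Glo luminescence after 72 h at 37 degrees C. Compounds were tested in quantitative HTS format across a concentration range, with curves fitted to normalized data.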
D3 antag: antagonists of human D3 dopamine receptor; P35462; D3R cells, DiscoveRx beta-arrestin luminescence, antagonist mode; stronger effect = lower value; max response, negative = inhibition, %; 360,000 tested, 2.5% active; AID 652054; in the data active = max response below about -50%; inconclusive = no clear call, values can overlap the other calls; also: % is scaled to controls: 0 for no effect and ±100 for the full control effect; mostly tested at two doses, the higher about 12 µM
Target sequence (P35462 whole entry, looked up): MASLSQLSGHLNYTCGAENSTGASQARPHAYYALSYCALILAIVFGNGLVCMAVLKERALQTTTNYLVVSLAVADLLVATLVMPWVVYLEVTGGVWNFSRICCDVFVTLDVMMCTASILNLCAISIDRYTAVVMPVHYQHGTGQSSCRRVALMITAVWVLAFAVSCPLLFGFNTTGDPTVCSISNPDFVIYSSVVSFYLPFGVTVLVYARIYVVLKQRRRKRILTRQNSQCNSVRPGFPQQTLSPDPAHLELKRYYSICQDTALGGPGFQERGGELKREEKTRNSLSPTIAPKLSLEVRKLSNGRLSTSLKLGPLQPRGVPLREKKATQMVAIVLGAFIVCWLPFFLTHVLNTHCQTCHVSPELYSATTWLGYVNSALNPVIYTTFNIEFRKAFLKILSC
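Cells plated overnight at 1500 cells/well, then exposed to library compounds with dopamine controls for 90 minutes at 37 degrees C. DiscoveRx reagent added for 30–60 minutes at room temperature; luminescence read, quantitative HTS format.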
GLP1R ag: GLP-1 receptor (human) agonism | P43220 | HEK293 GLP-1R CRE-luciferase, luminescence, 4-6 h; cells express a hypersensitive GLP-1R form | Potency, µM (highest dose often 45.6 µM), inactives show at the highest dose activation, hits mostly activators | 380,000 tested, 0.007% active | AID 624172; also: potency is read from the fitted curve at half-maximal effect; % of control where 0% means no effect
PTHR1 agonist: PTHR1 (human) receptor agonism | Potency, µM (series often up to 115 µM), inactives show at the highest dose activation, actives largely listed as activators | 410,000 tested, 0.075% active | HEK293 GP2 PTHR1 cells, GloSensor cAMP luminescence, 1 h | Q03431; also: potency is read from the fitted curve at half-maximal effect; nearly all actives have a fitted effect of over 55% in size; some results filed as inactive show a strong effect at the top dose; inactives centre near -15; many of its hits are not listed in these tables
Target sequence (Q03431 whole entry, looked up): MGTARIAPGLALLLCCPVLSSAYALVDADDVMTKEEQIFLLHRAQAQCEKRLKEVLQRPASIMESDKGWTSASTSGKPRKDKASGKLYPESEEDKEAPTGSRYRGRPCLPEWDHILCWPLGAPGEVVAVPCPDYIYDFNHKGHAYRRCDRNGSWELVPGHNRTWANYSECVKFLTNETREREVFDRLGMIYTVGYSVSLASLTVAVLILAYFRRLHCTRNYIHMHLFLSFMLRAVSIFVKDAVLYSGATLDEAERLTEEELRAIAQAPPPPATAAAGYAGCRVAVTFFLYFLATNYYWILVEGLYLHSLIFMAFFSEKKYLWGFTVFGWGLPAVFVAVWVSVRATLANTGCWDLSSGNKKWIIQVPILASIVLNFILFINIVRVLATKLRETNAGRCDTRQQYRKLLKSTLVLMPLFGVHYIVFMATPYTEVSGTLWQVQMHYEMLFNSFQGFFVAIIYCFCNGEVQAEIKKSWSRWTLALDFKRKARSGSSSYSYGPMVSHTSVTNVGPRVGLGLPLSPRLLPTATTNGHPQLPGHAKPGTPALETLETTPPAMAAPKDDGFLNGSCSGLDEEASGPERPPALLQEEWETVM
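HEK-293-derived GP2 cells expressing PTHR1 and a GloSensor cAMP reporter, 3,000/well, plated overnight, given luciferin plus IBMX (each 0.5 mM as added) for 1 h at 37 °C, then compound for 1 h at 37 °C. Luminescence was read after 15 min at room temperature.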
TDP-43 yeast inh: TDP-43 toxicity inhibition in yeast; TDP-43 expressing yeast growth rescue, BacTiter-Glo, 24 h; Potency, µM (series often up to 46.1 µM), inactives show at the top dose growth rescue (activation), usual class: activators; 410,000 tested, 1.8% active; AID 652104; also: potency is read from the fitted curve at half-maximal effect; % of control where 0% means no effect; nearly all actives have a fitted effect of over 50% in size
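Galactose-induced TDP-43 yeast, OD600=0.02, compound pinned; 24 hr, 30 deg C; BacTiter-Glo luminescence for growth. Inhibitors of TDP-43 toxicity read as activators.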
aSyn yeast inh: alpha-synuclein toxicity inhibition in yeast. Yeast expressing alpha-synuclein, growth rescue, BacTiter-Glo, 24 h. Potency, µM (top dose mostly 46.1 µM), without a hit: at the highest dose growth rescue (activation), usual class: activators. 370,000 tested, 0.14% active; also: potency is read from the fitted curve at half-maximal effect; % of control where 0% means no effect; nearly all actives have a fitted effect of over 65% in size
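Screening used galactose-induced yeast with toxic alpha-synuclein levels, exposed to compound for 24 hr at 30 deg C. Cell growth, read with BacTiter-Glo luminescence, gave the measured signal.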
DRD3 agonist: D3 dopamine receptor (human) agonism; max activation, %; 410,000 tested, 0.58% active; D3R DiscoveRx beta-arrestin cells, luminescence, 90 min; P35462; in the data active = max activation above about 30%; also: 0% is about no effect; mostly tested at two doses, the higher about 12 µM
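Agonist-mode cell screen: cells plated at 1500/well and incubated overnight at 37 °C, then exposed to library compounds for 90 min at 37 °C. Detection reagent was added for 30–60 min at room temperature, and luminescence was read.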
HEK293 tox: cytotoxicity in counter-screen for GLP-1R inverse agonists | HEK293 cAMP-luciferase reporter cells, luminescence, 24 h | 410,000 tested, 0.13% active | AID 624418 | Potency, µM (titrated, usually from 38.3 µM), inactives show at the highest dose activity change, negative = inhibition, hits mostly inhibitors;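 also: loss of luciferase light is scored as toxicity; potency is read from the fitted curve at half-maximal effect; % is scaled to controls: 0 for no effect and ±100 for the full control effect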
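Quantitative HTS format, 1536 wells, 200 cells/uL seeded. Compounds: 23 nL, 24 h, 37 °C. Detection: luciferase reagent, luminescence at 12 min RT; decreased signal taken as cytotoxic.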
The depositor's hits bear a star; i = inactive; u = inconclusive; x = no result given; & = joins results of further samples; [ ] = dose if it differs, or a comment. Unless noted, calls follow the shape of the dose curve; as a rule, active = well fitted curve in the direction sought with a large enough effect; inconclusive = small, poorly fitted or top-dose-only effect, or another doubt; inactive = no such curve, though single readings can be large; an effect the other way counts as inactive or inconclusive. This is a subset. The share of hits here may be higher or lower than overall.

SMILES	GLP1R inv ag	KB-V1 MDR tox	D3 antag	GLP1R ag	PTHR1 agonist	TDP-43 yeast inh	aSyn yeast inh	DRD3 agonist	HEK293 tox
O=S(=O)(Nc1ncccn1)c1ccc(NS(=O)(=O)c2cc(Cl)ccc2Cl)cc1	8%	u	-3	-1%	i	-1%	0%	-6	-1%
CSCCC1NC(=O)C(C(C)=Nc2ccccc2)=C1O (stereo not given)	6%	-3%	0	2%	i	12%	-6%	-8	-26%
CCCCn1c(N)c(N(CCOC)C(=O)c2ccc(-n3c(C)ccc3C)cc2)c(=O)[nH]c1=O	48%[activator]	2%	7	2%	i	-13%	0%	0	-14%
Cc1cc(C(=O)NNC(=S)NCc2ccccc2)cs1	-3%	-3%	13	7%	-21%	2%	-9%	-1	-13%
COc1cccc(-c2cc(C(F)(F)F)nc(N3CCOCC3)n2)c1	u	9%	-13	4%	i	0%	0%	-1	17%
COc1ccc(N2CCN(CCCNC(=O)C3CCCN(S(=O)(=O)c4c(C)n[nH]c4C)C3)CC2)cc1 (stereo not given)	-15%	-2%	-6	-6%	-50%[inhibitor]	17%	-3%	4	13%
O=C(CCc1nc2ccccc2c(=O)[nH]1)N1CCN(c2ccc(F)cc2)CC1	-15%	u	2	1%	-19%	12%	5%	4	-1%
COc1cc(C2NC(=O)c3ccccc3O2)cc(OC)c1OC (stereo not given)	0%	5%	23	-4%	-16%	8%	-16%	8	4%
Cc1ccnc(NS(=O)(=O)c2ccc(NC(=O)c3ccc([N+](=O)[O-])s3)cc2)n1	9%	-7%	-19	0%	i	9%	-3%	-2	-4%
CCOC(=O)N1CCN(C(=O)CCc2c(C)nc3c(c(C)nn3-c3ccc(C)c(C)c3)c2C)CC1	0%	u	20	-12%	i	-20%	0%	-5	0%
CCC1(C2C=COC=C2)NC(=O)NC1=O (stereo not given)	5%	-5%	-17	0%	i	7%	-3%	-3	-1%
COc1ccccc1NC(=O)CSc1n[nH]c(Cc2ccccc2)n1	-22%	u	0	8%	-7%	-14%	1%	5	-7%
CCOC(=O)CSc1ncnc2c(C(=O)OCC)c3n(c12)CCC3	24%	-6%	14	16%	-21%	20%	3%	-1	7%
COc1ccc2cc(/C=N/NC(=O)c3c(Cl)cnn3C)c(Cl)nc2c1	29%	-5%	4	1%	-16%	15%	2%	6	5%
O=C1N/C(=C/c2ccsc2)C(=O)N1c1ccccc1	19%	0%	7	6%	-31%[inhibitor]	22%	0%	12	-29%
COc1ccc(/C=C/C(=O)OCC(=O)NC(=O)NC(C)(C)C)cc1	-14%	0%	-10	3%	i	32%	7%	1	5%
CC(=O)c1c(N2CCCC2)nc(=S)n(-c2ccccc2)c1C	2%	1%	-14	0%	-21%[57.5 µM]	-24%	2%	-9	36%[activator]
OCCCc1nc2n(n1)C(c1ccccc1)C=C(c1ccccc1)N2 (stereo not given)	10%	1%	23	1%	-16%	10%	0%	1	286%[activator]
CCOc1cc(/C=C2/C(=N)N3OC(C)=CC3=NC2=O)ccc1OCCOc1ccccc1	-25%	-17%	7	1%	i	2%	-6%	2	-10%
COC(=O)C1N[C@@H]([C@@H](NC(=O)COc2ccccc2)C(=O)NC2CC2)SC1(C)C (stereo not given in full)	11%	-8%&-20%	0	1%	i	1%	0%	21	-4%
NC(=O)C1CCN(c2ccc3c(c2)S(=O)(=O)c2ccccc2C3=O)CC1	25%	9%	4	6%	-33%[inhibitor]	17%	1%	-6	2%
c1ccc(Cn2c(CSc3nnnn3-c3ccccc3)nc3ccccc32)cc1	2%	16%	7	0%	-1%[57.5 µM]	-11%	6%	3	6%
CCCN1CCN(C(=O)C2CCN(S(=O)(=O)c3ccc4c(c3)NC(=O)C(C)S4)CC2)CC1 (stereo not given)	-7%	18%	0	-4%	i	8%	-5%	1	-29%
COc1ccc(C2=C(C=O)Cc3ccccc3O2)cc1	u	u	-28	12%	-12%	1%	-15%	-27	-2%
COc1cc([N+](=O)[O-])ccc1NC(=O)CCS(=O)(=O)c1ccc2c(c1)n(C)c(=O)c(=O)n2C	28%	8%	11	0%	i	19%	3%	13	-5%

4 successive compounds already listed:
SMILES	GLP1R inv ag	KB-V1 MDR tox	D3 antag	GLP1R ag	PTHR1 agonist	TDP-43 yeast inh	aSyn yeast inh	DRD3 agonist	HEK293 tox
O=S(=O)(Nc1ncccn1)c1ccc(NS(=O)(=O)c2cc(Cl)ccc2Cl)cc1	8%	u	-3	-1%	i	-1%	0%	-6	-1%
CSCCC1NC(=O)C(C(C)=Nc2ccccc2)=C1O (stereo not given)	6%	-3%	0	2%	i	12%	-6%	-8	-26%
CCCCn1c(N)c(N(CCOC)C(=O)c2ccc(-n3c(C)ccc3C)cc2)c(=O)[nH]c1=O	48%[activator]	2%	7	2%	i	-13%	0%	0	-14%
Cc1cc(C(=O)NNC(=S)NCc2ccccc2)cs1	-3%	-3%	13	7%	-21%	2%	-9%	-1	-13%

More records:
SMILES	GLP1R inv ag	KB-V1 MDR tox	D3 antag	GLP1R ag	PTHR1 agonist	TDP-43 yeast inh	aSyn yeast inh	DRD3 agonist	HEK293 tox
CCOCc1c(C(=O)OCC(=O)Nc2ccc(C)c(S(=O)(=O)N(C)C)c2)oc2ccccc12	-15%	-4%	-4	8%	-30%	u	-2%	0	-4%
c1cc2c3c(cccc3c1)C(N1CCCCCC1)=N2	-26%	-10%	1	-18%	-7%	3%	7%	0	91%[activator]
Cc1ccccc1NC(=S)NNC(=O)c1cccc(Br)c1	-9%	u	4	2%	-25%	17%	-7%	-8	-2%
Cc1ccc(CN2CCC(CNC(=O)Nc3ccc(Cl)cc3)C2)cc1 (stereo not given)	-28%	4%	x	x	i	17%	x	-26	-18%
Cc1cc2nc(/C=C/c3nc4cc(C)c(C)cc4[nH]3)[nH]c2cc1C	9%	-10%	-19	0%	8%	2%	2%	-2	131%[activator]
CC(=O)Oc1c(C)c(OC(C)=O)c2c(c1C(C)=O)OC1CC(=O)C(C(C)=O)=C(O)C21C (stereo not given)	u	u	20	15%	i	u	2%	0	3%
CCOC(=O)/C(=N/Nc1ccc(Cl)cc1)S(=O)(=O)c1ccccc1	u	-27%	-9	3%	-19%[57.5 µM]	16%	0%	-11	0%
CCC(=O)Nc1c2c(nn1-c1ccc(F)cc1)CS(=O)C2 (stereo not given)	46%[activator]	19%	1	-2%	-20%	-25%	7%	11	11%
CCC(=O)Nc1ccc(C(=O)OCc2ccccc2)cc1	u	-2%	18	-1%	i	26%	-35%[inhibitor]	-13	-18%
N#C/C(=C\c1ccc(Cl)cc1)C(=O)NCC1CCCO1 (stereo not given)	-5%	0%	x	x	i	21%	x	10	10%
Cc1cccc(NC(=O)c2cccc([N+](=O)[O-])c2O)c1C	u	0%	u	-3%	0%	-94%[inhibitor]	-68%[inhibitor]	0	8%
CC(=O)Nc1ccc(NC(=O)CN(c2ccc(C34CC5CC(CC(C5)C3)C4)cc2)S(C)(=O)=O)cc1	-11%	-29%	9	0%	22%[57.5 µM]	4%	11%	2	-18%
Cc1ccc(C(=O)CN2CCC(NC(=O)C3CCCCC3)CC2)cc1	-28%	6%	10	-6%	i	-1%	3%	-5	-15%
COc1cccc(CNC(=O)CN2C(=O)COc3ccc(S(=O)(=O)N4CCC(C)CC4)cc32)c1	-25%	-16%	-4	1%	i	-18%	0%	-9	-13%
CC(=O)Nc1ccc(S(=O)(=O)Oc2ccc(C(=S)N3CCC(O)CC3)cc2)cc1	11%	-15%	-11	6%	-11%	-11%	-8%	-11	11%
O=C(Nc1ccc2c(c1)OCO2)C(c1ccccc1)N1CCCCC1 (stereo not given)	u	7%	16	-4%	-19%	3%	1%	3	-9%
O=C(Nc1cccc(F)c1)Nc1cnccn1	6%	0%	-10	4%	-8%	16%	-9%	-1	-11%
O=C(COc1ccccc1Cl)N(Cc1cccc(F)c1)C1CCS(=O)(=O)C1 (stereo not given)	-8%	3%	x	x	i	u	x	2	-7%
COc1ccc(OC)c(S(=O)(=O)N2CCCC(C(=O)NCc3ccco3)C2)c1 (stereo not given)	4%	-5%	0	9%	i	-8%	0%	-4	0%
C=CCn1c(SCC(=O)Nc2nnc(CC)s2)nnc1-c1ccco1	0%	2%	-3	4%	i	0%	1%	1	-7%
Cc1ccc(F)cc1NC(=O)c1c(-c2ccccc2)noc1C	u	-7%	-50*	0%	-24%	20µM*	0%	2	9%
Cc1ccc(NC(=O)C(C)OC(=O)Cc2c[nH]c3ccccc23)cc1 (stereo not given)	u	8%	19	4%	-47%[inhibitor]	-8%	2%	-7	2%
COCCn1c(=NC(=O)c2ccc(S(=O)(=O)N3CCOCC3)cc2)sc2cc(S(N)(=O)=O)ccc21	22%	3%	5	21%	i	-2%	0%	20	-11%
O=C(Nc1ccc(Cl)cc1F)c1cc(S(=O)(=O)NCc2ccc3c(c2)OCO3)ccc1F	-3%	x	x	x	-31%[inhibitor]	10%	x	-5	6%
O=C(CN1C(=O)CCn2nc(-c3ccccc3)cc21)NCc1ccc(F)cc1	4%	18%	x	x	i	0%[9.22 µM]	x	-13	-1%
COc1ccc(/C=N/OCC(=O)N(Cc2ccc(OC)cc2)c2ccccc2C(=O)O)cc1	25%	5%	-14	5%	-25%	-8%	1%	-3	20%
Cc1ccc2sc(N(CCN(C)C)C(=O)c3ccc(S(=O)(=O)N4CC(C)OC(C)C4)cc3)nc2c1C (stereo not given)	u	-16%	-19	-1%	i	5%	0%	-15	-11%
CC(C)[C@H]1C(=O)Nc2ccccc2N1C(=O)N[C@@H](Cc1ccccc1)C(=O)N[C@@H](Cc1ccccc1)C(=O)O	0%	-15%	-7	-6%	18%	-7%	1%	14	11%
O=C(NCCc1ccccn1)c1c(-c2ccsc2)sc2ccccc12	u	0%	15	-5%	-39%	8%	-6%	12	2%

Screens from PubChem.
